Screening results from PubChem BioAssay.
AmpC detergent: qHTS Inhibitors of AmpC Beta-Lactamase (assay with detergent). AmpC hydrolysis of nitrocefin, absorbance 480 nm, 0.01% Triton. P00811. actives 0.041% (n = 370,000). Potency, µM (highest dose often 114 µM), for inactives: at the highest dose activity change, negative = inhibition, actives largely listed as inhibitors;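 further: potency means the concentration at half of the fitted maximal effect; 0% = no-compound wells and -100% = no-enzyme wells; nearly all actives have a fitted effect of over 25% in size; some results filed as inactive show a strong effect at the top dose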
Target sequence (P00811 whole entry, looked up): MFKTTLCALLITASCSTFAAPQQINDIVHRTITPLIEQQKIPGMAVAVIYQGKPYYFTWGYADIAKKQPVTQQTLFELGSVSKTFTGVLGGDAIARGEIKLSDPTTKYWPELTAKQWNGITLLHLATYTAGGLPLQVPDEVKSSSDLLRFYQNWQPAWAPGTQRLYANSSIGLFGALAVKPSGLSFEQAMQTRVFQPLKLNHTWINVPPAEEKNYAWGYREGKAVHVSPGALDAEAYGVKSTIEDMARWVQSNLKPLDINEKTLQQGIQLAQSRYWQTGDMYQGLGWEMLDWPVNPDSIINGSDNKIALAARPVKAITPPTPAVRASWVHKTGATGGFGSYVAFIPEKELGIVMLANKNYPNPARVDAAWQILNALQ
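AmpC (5.3 nM in the dispensed reagent) in 20 mM phosphate pH 7.0 with 0.01% (detergent screen) or 0.0001% Triton X-100 was preincubated with compounds for 15 min at room temperature. Nitrocefin was then added from an 800 uM solution, and hydrolysis was followed at 480 nm.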
HCMV inh: qHTS Assay for inhibitors of the human cytomegalovirus (HCMV); HFF cells, HCMV-luciferase reporter, 72 h; hits give low values; activity change, negative = inhibition, % at 57.5 µM; actives 4.5% (n = 410,000); in the data active means activity change below about -60%; inconclusive means no clear call, values can overlap the other calls; inactive means above about -39%
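Compounds were evaluated in HFFs infected with an HCMV luciferase reporter virus (MOI 1 PFU/cell). Luciferase in lysates collected 72 h post infection served as the replication measure.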
Sm TGR block: qHTS Assay for the Inhibitors of Schistosoma Mansoni Peroxiredoxins; Potency, µM (titrated, usually from 114 µM), for the others: top-dose activity change, negative = inhibition, actives largely listed as inhibitors; actives 3% (n = 360,000); Schistosoma mansoni thioredoxin glutathione reductase (TGR), Q962Y6; purified TGR, DTNB reduction, TNB absorbance 405 nm; further: potency means the concentration at half of the fitted maximal effect; nearly all actives have a fitted effect of over 60% in size
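First, TGR (20 nM dispensed) and NADPH were mixed with compound. Second, a 15 min room-temperature incubation followed. Third, further NADPH and then DTNB were added to start the reaction. Finally, TNB absorbance was monitored kinetically.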
HCV inh: qHTS Assay for Inhibitors of Hepatitis C Virus (HCV); Potency, µM (series often up to 41.8 µM), for the others: top-dose activity change, negative = inhibition, most hits filed as inhibitors; AID 651820, 2012; Huh7.5.1 HCVcc-Cre infection, luciferase reporter, 44 h; actives 3.4% (n = 340,000); further: potency means the concentration at half of the fitted maximal effect
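Luciferase read-out (15 sec integration) after a 15 min room-temperature substrate step quantifies HCVcc-Cre infection. Cells, 1,000 per well, had compound added 4 h post-plating, then virus at ~0.5 moi, and were cultured 44 h.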
AMA1 RON2 block: qHTS for Inhibitors of AMA1-RON; Towards Development of Antimalarial Drug Lead: Primary Screen | AlphaScreen AMA1-biotinylated RON2 peptide binding | Potency, µM (series often up to 58.2 µM), without a hit: at the top dose activity change, negative = inhibition, hits mostly inhibitors | actives 0.2% (n = 360,000);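 further: potency means the concentration at half of the fitted maximal effect; 0% = vehicle wells and -100% = peptide control; nearly all actives have a fitted effect of over 45% in size; some results filed as inactive show a strong effect at the top dose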
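AMA1 (3D7) with his tag at 25 nM final met compounds first, then biotinylated RON2 peptide at 25 nM; detection used donor plus acceptor beads, 10 µg/mL apiece, read by AlphaScreen after 30 min at room temperature.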
FBPA Giardia inh: qHTS Assay for Inhibitors of Fructose-1,6-bisphosphate Aldolase from Giardia Lamblia | A8B2U2 | purified Giardia FBPA | Potency, µM (series often up to 59.6 µM), without a hit: at the top dose activity, negative = inhibition, actives largely listed as inhibitors | actives 0.71% (n = 290,000) | AID 2451, 2010; further: potency means the concentration at half of the fitted maximal effect; nearly all actives have a fitted effect of over 55% in size
Target sequence (A8B2U2 whole entry, looked up): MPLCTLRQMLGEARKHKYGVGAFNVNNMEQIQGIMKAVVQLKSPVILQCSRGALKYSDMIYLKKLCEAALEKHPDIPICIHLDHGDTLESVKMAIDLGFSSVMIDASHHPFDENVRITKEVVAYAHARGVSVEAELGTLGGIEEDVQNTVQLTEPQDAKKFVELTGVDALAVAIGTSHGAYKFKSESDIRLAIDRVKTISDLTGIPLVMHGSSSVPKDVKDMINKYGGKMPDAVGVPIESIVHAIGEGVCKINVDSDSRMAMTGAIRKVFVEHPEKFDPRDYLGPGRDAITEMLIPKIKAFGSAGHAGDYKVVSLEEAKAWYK
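40 nM FBPA preincubated 10 min at RT with compound (up to 57.5 uM final), then substrate plus GAPDH/TPI/NAD/arsenate coupling and diaphorase/resazurin added. Fluorescence read after 20 min at RT, 525/598 nm.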
The depositor's hits bear a star; ? = inconclusive; . = not tested or not shown; & = joins results of further samples; [ ] = dose if it differs, or a comment. Unless noted, the call rests on the fitted dose curve; in most records, active means well fitted curve in the direction sought with a large enough effect; inconclusive means small, poorly fitted or top-dose-only effect, or another doubt; inactive means no such curve, though single readings can be large; an effect the other way counts as inactive or inconclusive. Unless noted, on the % scale 0 is the no-effect control and ±100 the full control effect. The order is random; 9.3% or so of the library scored in one or more.

compound	AmpC detergent	HCMV inh	Sm TGR block	HCV inh	AMA1 RON2 block	FBPA Giardia inh
Cc1ccc(N2NC(=O)/C(=C\c3cc4c(cc3[N+](=O)[O-])OCO4)C2=O)cc1C	-11%	102	?	7%	-10%	-5%
CCOc1cc(C(=O)Nc2ccncc2)cc(OCC)c1OCC	-5%	-16	9%	?	8%	-11%
CCC(=O)OC1=C(C(C)=O)N(Cc2ccccc2)S(=O)(=O)c2ccccc21	22%	8	-29%	.	.	.
Nc1ccc(Oc2ccc3nc(-c4ccccc4)c(-c4ccc([N+](=O)[O-])cc4)nc3c2)cc1	0%	-39	-8%	?	?	1%
CC12CCC(=O)N1C(C(=O)Nc1cccc(S(=O)(=O)N3CCCCCC3)c1)CS2 (configuration not stated)	1%	-5	-9%	?	-13%	.
Cc1ccc(N2C(=O)NC(=O)/C(=C\c3cnc(-c4ccccc4)nc3)C2=O)cc1	-10%	5	1.6µM*	10%	-4%	-9%
O=C(CCNC(=O)c1ccco1)Nc1ccc(C(F)(F)F)cc1	-4%	-19	0%	-5%	-2%	17%
O=CN1CCN(C2CC(=O)N(c3ccc(Br)cc3)C2=O)CC1 (configuration not stated)	?	1	?	6%	1%	2%
O=C(COc1ccc(Br)cc1)N1CCN(C2CCCC2)CC1	1%	8	1%	-17%	-4%	1%
COc1ccc(NS(=O)(=O)c2cn(C)c(=O)n(C)c2=O)c(OC)c1	2%	16	-5%	20%	1%	-1%
COc1ccc(-c2nnc(SCc3nnc(-c4cccs4)o3)n2CC2CCCO2)cc1 (configuration not stated)	-6%	?	6%	21%	3%	6%
O=c1c2c(nc3c(-c4ccc(Cl)cc4)c[nH]n13)CCCC2	-3%	-78*	-11%	?	2%	13%
C=CCNC(=S)N1CCN(c2cc3c(cc2F)c(=O)c(C(=O)O)cn3CC)CC1	-10%	-18	-22%	-2%	36%[activator]	-29%
CCn1c(SCc2nc3ccccc3[nH]2)nnc1-c1cccnc1	0%	19	-8%	14%	22%	-19%
COc1ccc(-c2c(C)nn3c(-c4ccccc4)cc(C)nc23)cc1	-2%	14	7%	11µM*	-1%	-12%
Fc1ccc(-c2n[nH]c(=S)n2CC2CCCO2)cc1 (configuration not stated)	4%	8	5%	11%	14%	-22%
O=C1C=C(Nc2ccccc2)C(=O)c2ccccc21	?	-30	-2%	-16%	?	?
COc1cccc(-c2cc(C(=O)NCc3ccccc3)[nH]n2)c1	-3%	52	14%	.	.	.
O=C(N[C@@H](Cc1ccccc1)C(=O)OCc1ccccc1)c1nc[nH]c1C(=O)N1CCN(c2ccccc2)CC1	5%	14	-9%	49%[activator]	81%[activator]	5%
CCOc1ccc(C(=O)C(C)OC(=O)Cn2c(C)csc2=O)cc1 (configuration not stated)	-1%	-12	2%	3%	-2%	.
Cn1c(SCC(=O)NCc2ccc(F)cc2)nc2ccccc21	0%	-19	-2%	-3%	-7%	-1%
C[n+]1ccc(-c2ccccc2)c2ccccc21	-11%	-87*	-19%	?	1%	.
COC(=O)c1ccc(-n2nnnc2SCC(=O)N2CCCCC2)cc1	-16%	4	-12%	14%	-14%	4%
CCOc1ccccc1OCCCC(=O)Nc1ccc(OC)nc1	?	-11	0%	?	?	?
COc1c(F)c(F)c(C(=O)Nc2ccc(N3CCN(C(C)=O)CC3)c(Cl)c2)c(F)c1F	-14%	-83*	-23%	?	-7%	-3%
C#CC(C)OC(=O)C(C)NC(=O)c1ccccc1 (configuration not stated)	0%	1	6%	13%	22%	8%&0%
CCOc1cccc2cc(C(=O)NCc3ccc(Cl)cc3)c(=N)oc12	-11%	30	-1%	1%	3%	-9%
Cc1cccnc1NC(=O)c1ccc(Cl)c(S(=O)(=O)N2CCCCCC2)c1	1%	-2	3%	3%	93%[activator]	11%
COc1ccc(N(CC(=O)NC2CC3CCC2C3)S(=O)(=O)c2ccc(C)cc2)cc1OC (configuration not stated)	5%	-34	9%	3%	-2%	-15%
COc1ccc(-c2ocnc2C(=O)NCc2nn(-c3ccccc3)nc2C)cc1	1%	?	-6%	2.5µM*	-2%	-1%
Nn1c(SCC(=O)Nc2ccc3c(c2)OCCO3)nnc1-c1cccnc1	1%	20	1%	22%	17%	0%
Cc1ccccc1Cn1c(=O)n(-c2ccc(Cl)cc2)c(=O)c2c3c(sc21)CCCC3	22%	-7	2%	.	.	.
CCS(=O)(=O)N1Cc2ccccc2CC1C(=O)Nc1nc2ccc(C)cc2s1 (configuration not stated)	-11%	39	-1%	-18%	3%	-5%
NC(=O)c1ccc(NC(=O)COC(=O)CCCN2C(=O)c3cccc4cccc(c34)C2=O)cc1	-12%	-16	5%	-6%	2%	6%
COc1cc(S(=O)(=O)NCc2ccccc2)ccc1-n1cnnn1	-8%	-31	4%	?	4%	-2%
CCOc1ccccc1NC(=O)Nc1ccon1	5%	-23	9%	?	-10%	-5%
CC1CCCCN1c1nnc(N)s1 (configuration not stated)	-4%	14	11%	14%	6%	-2%
CN1CCN(S(=O)(=O)c2ccc(NC(=O)C3CCCCC3)cc2)CC1	0%	-29	0%	-14%	4%	3%
COCCn1c(SCc2nc3ccccc3c(=O)[nH]2)nnc1-c1ccncc1	-5%	-27	-11%	6%	3%	-4%
CCCCn1c(N)c(N(Cc2ccccc2OC)C(=O)C(C)C)c(=O)[nH]c1=O	-9%	38	-9%	15%	-13%	.
CC(C)(C)c1ccc(NC(=O)N2CCN(c3ccc([N+](=O)[O-])cn3)CC2)cc1	3%	-94*	-4%	?	7%	-20%
CCOC(=O)c1c(C)[nH]c(C)c1S(=O)(=O)N(C)CC(=O)Nc1ccc(C)c(F)c1	-2%	-3	10%	.	.	.
COc1ccccc1N1CCN(CCCNc2c(C)c(=O)n(C)c(=O)n2C)CC1	.	15	.	-22%	-11%	-3%
CCOc1ccccc1NC(=O)c1ccc(S(=O)(=O)N(C)c2ccccc2)cc1	2%	?	0%	?	2%	.
CCN1CCN(c2cc(C(C)(C)C)nc3c(-c4ccccc4)c(C)nn23)CC1	-1%	-75*	5%	4µM*	0%	-1%
CCn1cc2nc(SCC(=O)Nc3cccc(Cl)c3C)n(Cc3ccc(Cl)cc3)c(=O)c2n1	12%	-21	7%	.	.	.
Cc1ccc(SCC(=O)O/N=C(\N)c2ccncc2)cc1	?	10	-7%	7%	1%	-1%
O=C(CCc1ccccc1)Nc1c(F)c(F)c(F)c(F)c1F	?	-18	0%	3%	13%	4%
COc1ccc(NC(=O)C(c2ccc(OC)cc2)N(C)C(=O)CC2NC(=O)NC2=O)cc1 (configuration not stated)	-13%	23	-8%	-4%	-8%	4%
CCc1ccc(CN2CCCC(CCC(=O)N3CCN(c4ccccn4)CC3)C2)o1 (configuration not stated)	-4%	-7	?	-22%	2%	-5%
Cc1cc(C)c(S(=O)(=O)N2CCCOC2CNC(=O)C(=O)NCCCn2ccnc2)c(C)c1 (configuration not stated)	?	-22	5%	2%	7%	2%
Cc1sc2ncnc(NCCCN3CCCC3=O)c2c1C	-7%	-31	6%	22%	-5%	-3%
O=C(COC(=O)c1ccco1)Nc1ccc(Br)cc1	-11%	8	-3%	17%	7%	10%
COc1ccc(S(=O)(=O)N2CCc3ccccc32)cc1OC	1%	-22	3%	1%	2%	-14%
CC1Cc2ccccc2N1C(=O)COC(=O)CNC(=O)c1ccc(Br)o1 (configuration not stated)	6%	24	?	24%	-4%	2%
O=C(NCCc1ccc(Cl)cc1)C1CCN(c2cnccn2)CC1	-16%	-35	1%	5%	0%	0%
O=C(COC(=O)c1c2c(nc3ccccc13)/C(=C\c1cccs1)CCC2)Nc1ccccc1Cl	2%	15	-11%	2.5µM*	26%	-7%
Nc1nnc(SCC(=O)Nc2sc3c(c2C(=O)c2ccccc2)CCCC3)s1	-8%	-17	9%	?	21%	?
Cc1cc(S(=O)(=O)Nc2ccc(N(C)C)cc2)c(C)s1	-10%	12	-14%	-12%	?	-4%
Cc1ccc(C(=O)N2[C@@H]3CN(C)C(=O)[C@@]2(Cc2ccccc2)[C@H]2C(=O)N(Cc4ccccc4)C(=O)[C@@H]32)cc1	.	4	.	?	0%	.

(list continues)
compound	AmpC detergent	HCMV inh	Sm TGR block	HCV inh	AMA1 RON2 block	FBPA Giardia inh
Cn1cccc1Cc1nnc(SCC(=O)Nc2ccccc2)n1-c1ccc(F)cc1	?	-4	-22%	-3%	0%	0%
Cc1cc(C)nc(/N=C(\N)Nc2ccc(C(C)C)cc2)n1	4%	-63*	-13%	11µM*	-20%	0%
O=C(c1ccccn1)N(Cc1ccco1)C1(C(=O)NC2CCCC2)CCCCC1	5%	-17	-6%	?	17%	0%
Cc1oc(-c2ccoc2)nc1CN(CC1CCC(=O)N1)C(C)C (configuration not stated)	6%	40	3%	-8%	3%	-1%
CCNC(=O)c1ccc(-n2nc(C)cc2-c2ccccc2)cc1	-4%	25	-23%	-23%	0%	1%
O=C(N/N=C\c1ccc(Cl)cc1Cl)c1sccc1-n1cccc1	-16%	16	15%	?	-7%	1%
COCCCNC(=O)c1ccccc1NS(=O)(=O)c1ccc(C)cc1	0%	-20	-33%	-6%	8%	3%
COc1ccc(Cn2c(C)nnc2-c2cnn(C)c2N)cc1	1%	-11	2%	8%	18%	-2%
COC(=O)c1cccc(NC(=O)CSc2ncn[nH]2)c1	4%	59	?	1%	1%	-4%
Nc1cc(-c2cccc(F)c2)nn1S(=O)(=O)c1cccc2nsnc12	?	-101*	6%	-3%	-3%	-1%
CCOc1ccc2nc(SCC(=O)N(C)C3CCS(=O)(=O)C3)[nH]c2c1 (configuration not stated)	2%	49	0%	7%	-13%	-12%
O=C1OC(c2ccc3c(c2)OCO3)=N/C1=C\c1ccc(C(=O)O)cc1	-8%	6	?	13%	2%	-8%

Single records, as listed above.
O=C(c1ccccn1)N(Cc1ccco1)C1(C(=O)NC2CCCC2)CCCCC1 is entered as AmpC detergent: 5%; HCMV inh: -17; Sm TGR block: -6%; HCV inh: ?; AMA1 RON2 block: 17%; FBPA Giardia inh: 0%
COC(=O)c1cccc(NC(=O)CSc2ncn[nH]2)c1 is entered as AmpC detergent: 4%; HCMV inh: 59; Sm TGR block: ?; HCV inh: 1%; AMA1 RON2 block: 1%; FBPA Giardia inh: -4%
